Dynein transport – inhibitors of GR-EGFP nuclear translocation, primary screen, dynein cargo transport inhibitor project, imaging, high-content, 3617.4 mouse cells; z-score, hits read low; actives 0.47% (n = 220,000); test concentration mostly 20 µM; stimulated with dexamethasone, 1 µM; active compounds read low;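 active means plate z-score of nuclear minus cytoplasmic receptor signal below a set negative limit, without overly bright fluorescence or cell loss, cut at about -3.5 in these data, passing the limit was not always enough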;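 further: z-score of nuclear minus cytoplasmic ring GR-EGFP intensity difference per well; some compounds called inactive have numbers as strong as hits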
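Also added – dexamethasone, 1.0 µM final · Buffer or medium – tet-free, stripped-serum medium · Schedule – induction 48 h, compound 1 h, agonist 30 min · Detection – formaldehyde fixation, Hoechst nuclear stain, 10x automated fluorescence imaging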
AID2073 – inhibitors of Mint1-CaV2.2 protein interaction, biochemical, HTRF (AID 2073); HTRF protein-protein interaction, Mint1-CaV2.2; higher % means a stronger effect; inhibition, % at 20 µM, or IC50 in µM where a hit was titrated; actives 0.19% (n = 290,000); in the data active means inhibition mostly above about 51%, no sharp cut-off; further: some results filed as inactive read as strong as hits
b-catenin transl – modulators of beta-catenin nuclear translocation, primary screen, imaging, HeLa cells, immunofluorescence, high-content | nuclear translocation activity, % at 5 µM | actives 0.3% (n = 190,000) | AID 1665, 2009;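 active means nuclear translocation activity above 50% at 5 µM, with a well cell count of 50 or more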;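 further: per-cell ratio of nuclear to cytoplasmic median beta-catenin stain intensity; plate controls were DMSO negative control for no effect and GSK-3 inhibitor IX positive control for full effect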
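System: Human HeLa cells, endogenous beta-catenin | Compound dosing: 5 µM primary, 0.02–20 µM confirmation | Timing: 24 h compound exposure at 37°C, 5% CO2 | Measured by: Fluorescence imaging of beta-catenin antibody stain plus DAPI | Read-out basis: % activation of per-cell nuclear versus cytoplasmic median beta-catenin signal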
HIV fusion peptide – inhibitors of HIV fusion peptide binding, primary screen, biochemical, uHTS, fluorescence dequenching (AID 1986); actives 0.3% (n = 290,000); cell-free peptide binding, fluorescence dequenching, 30 min; higher % means a stronger effect; inhibition, % at 20 µM, or IC50 in µM where a hit was titrated; in the data active means inhibition mostly above about 52%, no sharp cut-off; inactive means mostly below about 76%; further: some results filed as inactive read as strong as hits
Ins promoter up – insulin promoter activators in MIN6 cells, imaging, high-content screening, mouse beta cells | z-score at 5 µM | actives 0.3% (n = 190,000) | MIN6 insulin promoter-GFP reporter; active compounds read high;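 active means z-score above 3 at 5 µM with at least 500 cells counted in the well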
Autophagy HCS – autophagy modulators in MEF cells, primary screen, imaging, high-content, MEF GFP-LC3. MEF GFP-LC3 puncta imaging; test concentration mostly 10 µM. calls only at 10 µM (by protocol). actives 0.98% (n = 190,000). AID 463193, 2010;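 active means percentage of spot-positive cells more than 3 SD above its plate mean, without a fluorescence outlier flag or 80% toxicity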;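 further: spot-positive cell cutoff set from DMSO-treated cells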
WT yeast gro inh – growth inhibition of WT strain, primary screen, mitochondrial fusion inhibitor project, WT and mutant strains, chemical genetic; mitochondrial fusion phenotypic screen; inhibition, % at 10 µM; actives 2.1% (n = 190,000); AID 1362, 2008; in the data active means inhibition above about 58%; tested in S. cerevisiae
Yfh1-depleted yeast – enhancers of respiration in Yfh1-depleted yeast, dose response, Friedreich's ataxia, plus single-dose screen (AID 1465); S. cerevisiae Yfh1-off respiration, WST-1 reduction, 72 h; higher fold induction means a stronger effect; one-dose fold induction at 50 µM; EC50 in µM for titrated hits; actives 0.074% (n = 220,000);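 active means fold induction of absorbance versus untreated yeast above a set limit, then at least 30% activation at any dose in follow-up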;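 further: activators that raise dye reduction in frataxin-depleted yeast; strong numbers were not always called active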
MT stabilizer – microtubule stabilizers in HeLa cells, primary screen, imaging, high-content imaging | actives 0.83% (n = 200,000) | % tubulin-high responders, % at 10 µM | HeLa tubulin immunostaining HCS, 24 h; share of cells brighter than vehicle mean+2SD;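 active means plate Z-score above 3 for both tubulin-high and condensed-nucleus cell shares, with cell loss under 80%, at 10 µM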;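 further: anti alpha tubulin signal scored within the nucleus-defined area of each cell; some results filed as inactive read as strong as hits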
WT yeast gro inh mutant strain – recorded beside WT yeast gro inh, whose call it bears; inhibition, %; mitochondrial fusion phenotypic screen, mutant strain inhibition
Dynein transport cytoplasmic EGFP – further read-out of Dynein transport, marked with its call; z-score; measured here: cytoplasmic GR-EGFP intensity; active compounds read high
Dynein transport nuclear GR-EGFP – further read-out of Dynein transport, marked with its call; z-score; measured here: nuclear GR-EGFP intensity;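 lower value marks the stronger effect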
Dynein transport cell count – also measured in Dynein transport; calls as there; z-score; measured here: cell count per field
Ins promoter up cell count – recorded beside Ins promoter up, whose call it bears; cell count; measured here: cytotoxicity, nuclei count;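 total cells summed across four imaged fields per well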
b-catenin transl cell count 5 µM – recorded beside b-catenin transl, whose call it bears; cell count; measured here: cell count, cytotoxicity flag
MT stabilizer Hoechst-high % – further read-out of MT stabilizer, marked with its call; % Hoechst-high responders; measured here: nuclear condensation Hoechst responders;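 share of cells brighter than vehicle mean plus two SD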
MT stabilizer cytotoxicity % – further read-out of MT stabilizer, marked with its call; toxicity, %; measured here: cytotoxicity by cell density;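 0% = mean cell density of plate MIN control wells and 100% = no cells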
Autophagy HCS cell loss 18 h – second read-out of Autophagy HCS, no call of its own (marks repeat the call); toxicity, %; measured here: cell loss, nuclei count;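 cell loss after 18 h compound exposure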
Active calls of the source: *; i = inactive; nt = not tested or not shown.

SMILES | Dynein transport | Dynein transport cytoplasmic EGFP | Dynein transport nuclear GR-EGFP | Dynein transport cell count | AID2073 | b-catenin transl | b-catenin transl cell count 5 µM | HIV fusion peptide | Ins promoter up | Ins promoter up cell count | Autophagy HCS | Autophagy HCS cell loss 18 h | WT yeast gro inh | WT yeast gro inh mutant strain | Yfh1-depleted yeast | MT stabilizer | MT stabilizer Hoechst-high % | MT stabilizer cytotoxicity %
CCOC(=O)C1(CCOc2ccccc2)CCN(Cc2cccn2-c2cccnc2)CC1 | -0.325 | -0.271 | -0.346 | 0.459 | 19.5% | -0.5 | 998 | -1.4% | -1.77 | 1434 | i | -12.5 | 8.5 | 18.3 | i | 3.0 | 1.9 | 2.0
O=C1/C(=C/c2ccccn2)SC(=S)N1c1cccc(O)c1 | -0.94 | -0.263 | -0.412 | 0.802 | -2.2% | 1.6 | 1231 | -1.1% | nt | nt | nt | nt | nt | nt | i | nt | nt | nt
Cc1ccc(C2NNC(=O)C2NC(=O)c2ccccc2)cc1 (stereo not drawn) | -0.907 | -0.226 | -0.519 | 1.23 | -8.2% | -3.1 | 1206 | 4.4% | nt | nt | i | -8.6 | -9.3 | -7.0 | i | 1.9 | 2.3 | 7.3
CC1CCCC(NC(=O)COC(=O)/C=C/c2ccc3c(c2)OCO3)C1C (stereo not drawn) | -0.112 | -0.235 | 0.0827 | -0.1 | 8.1% | 2.2 | 1059 | -1.0% | 0.61 | 1635 | i | -1.6 | 9.6 | -17.0 | i | 2.5 | 2.3 | 10.8
CN1CCCN(C(=O)c2cc(-c3ccc(Cl)c(Cl)c3Cl)nc3ccccc23)CC1 | 0.217 | 1.05 | 0.548 | -1.18 | 4.2% | -1.4 | 888 | 0.5% | -1.31 | 1066 | i | 13.2 | 10.1 | 24.1 | i | 5.2 | 4.1 | 7.0
Cc1ccc(C(C)C)c(OCC(=O)Nc2ccc(N3CCN(S(C)(=O)=O)CC3)cc2)c1 | 2.12 | -0.0802 | 1.16 | -1.6 | -1.2% | nt | nt | -1.8% | -0.27 | 1247 | i | -4.5 | 24.8 | -2.1 | nt | 3.8 | 2.8 | 9.5
O=C(Cc1c(F)cccc1Cl)Nc1nc2ccccc2s1 | 0.0174 | -0.349 | 0.66 | -0.455 | -0.2% | -1.3 | 1169 | 0.0% | -0.18 | 1495 | i | 1.3 | 32.5 | 42.0 | i | 4.6 | 1.9 | 7.7
COc1ccc(/C=C/C(=O)OCC(=O)N2CC(=O)Nc3ccccc32)cc1S(=O)(=O)N1CCOCC1 | 0.402 | -0.353 | -0.153 | -0.563 | -9.1% | -0.8 | 975 | 0.0% | 0.09 | 1595 | i | 4.1 | -7.1 | 13.4 | i | 1.6 | 2.3 | 2.6
N#Cc1ccc(NC(=O)COC(=O)C2=COCCO2)cc1 | -0.296 | -0.163 | -0.151 | 0.313 | 6.0% | -4.2 | 880 | -2.1% | 0.48 | 1228 | i | -1.1 | 8.8 | -3.7 | i | 2.7 | 2.5 | 6.6
COc1ccc(OC)c(N/C=C/C(=C(C#N)C#N)N(C)C)c1 | 2.23 | -0.132 | 1.37 | -1.64 | 3.7% | 1.9 | 950 | -1.2% | -0.15 | 1442 | i | 4.9 | 10.5 | 12.4 | i | 3.3 | 3.6 | 6.2
COc1ccc([N+](=O)[O-])cc1N(CC(=O)NCCCOC(C)C)S(C)(=O)=O | -0.013 | -0.284 | -0.0156 | 0.429 | -4.0% | 3.7 | 900 | -0.1% | 0.68 | 1543 | i | 1.9 | -0.9 | -0.7 | i | 1.5 | 2.4 | 6.6
O=C(NCc1nc2ccccc2[nH]1)c1cccc(S(=O)(=O)N2CCOCC2)c1 | 0.501 | -0.239 | 0.566 | -0.156 | -2.5% | -5.0 | 1126 | 0.1% | 0.18 | 901 | i | -8.2 | -3.0 | -4.2 | i | 2.5 | 2.4 | 7.1
COc1ccc(N2CCc3c(C)nc4c(OC)cc(OC)cc4c32)cc1 | -0.644 | -0.267 | -0.13 | 0.467 | 16.2% | 0.3 | 1500 | -1.7% | nt | nt | i | 31.5 | 14.0 | 12.9 | i | 2.9 | 1.6 | 5.7
CCOC(=O)C(=CN(CCc1ccccc1)CC(=O)OC)C(=O)OCC | -0.0247 | -0.0317 | 0.316 | 0.537 | 1.2% | -2.8 | 566 | 2.7% | 0.25 | 1301 | i | -42.2 | -4.2 | -15.5 | i | 2.2 | 1.7 | 5.3
O=C(N/N=C/c1ccc([N+](=O)[O-])s1)C(O)c1ccccc1 (stereo not drawn) | -0.646 | 0.442 | 0.389 | -2.12 | -5.2% | 4.0 | 727 | 17.0% | -0.68 | 878 | i | 2.5 | -15.4 | -16.6 | i | 1.9 | 1.2 | 4.4
CCc1nnc(NC(=O)CCC(=O)N2CCN(Cc3ccc(Cl)cc3)CC2)s1 | -0.0699 | -0.183 | -0.00744 | 0.128 | 3.3% | 0.6 | 1026 | 2.1% | 0.6 | 946 | i | -12.3 | 10.2 | 0.6 | i | 1.8 | 1.9 | 9.5
O=C(N1CCNCC1)N1CCOCC1 | -0.692 | 0.23 | -0.0809 | 0.641 | 3.9% | nt | nt | -1.8% | 1.07 | 904 | i | 1.5 | -1.6 | 7.5 | nt | 1.8 | 1.7 | 6.8
COC(=O)COc1ccc(S(=O)(=O)N2CCOCC2)cc1 | -0.935 | 0.145 | 0.359 | 0.495 | 0.7% | -2.6 | 843 | -1.1% | -1.01 | 1417 | i | 16.5 | -16.0 | -5.7 | i | 6.4 | 1.9 | 8.9
CC(=O)Oc1ccc(/C=C2/Oc3ccccc3C2=O)cc1 | 0.211 | -0.217 | -0.0929 | 0.335 | -5.8% | -0.1 | 1042 | -1.5% | 0.41 | 1277 | nt | nt | nt | nt | i | nt | nt | nt
CC(C)c1ccc2[nH]c(O)c(N=NC(=O)c3cccc(S(=O)(=O)Nc4ccccc4Cl)c3)c2c1 | -0.56 | -0.19 | -0.661 | 0.587 | 1.2% | 0.0 | 551 | -1.6% | 0.81 | 1237 | i | -2.4 | 0.4 | -23.8 | i | 1.8 | 2.4 | 12.6
CCn1c(SCC(=O)NCc2ccco2)nnc1-c1cccs1 | 2.23 | -0.119 | 0.574 | -1.46 | -11.5% | -0.4 | 925 | 3.6% | 0.43 | 1196 | i | -6.8 | 16.0 | -4.7 | i | 2.4 | 1.3 | 9.1
O=C(CN1CCC(NC(=O)c2ccccc2F)CC1)Nc1ccc2c(c1)OCO2 | -0.143 | -0.211 | -0.0155 | 0.7 | 24.4% | 3.5 | 877 | -1.3% | -0.08 | 1609 | i | -6.7 | -0.9 | -8.2 | i | 3.5 | 1.1 | 3.3
Cc1cc(C)nc(SCC(=O)c2ccc(O)cc2O)n1 | -0.955 | -0.253 | -0.513 | 0.814 | -8.5% | 2.0 | 1137 | -1.5% | 0.18 | 905 | i | -6.2 | -3.1 | 0.4 | i | 6.4 | 3.2 | 9.4
O=C(CCN1C(=O)C2C3C=CC(C3)C2C1=O)N1CCN(c2ccc([N+](=O)[O-])cc2)CC1 (stereo not drawn) | -1.6 | -0.226 | -0.973 | 0.861 | -2.1% | -0.3 | 1006 | -2.3% | -0.25 | 1192 | i | -11.7 | -5.6 | -1.6 | i | 4.6 | 1.9 | 9.1
O=C(OC1CCCCC1)c1ccc(NC(=O)c2ccco2)cc1 | -0.349 | -0.163 | -0.159 | 0.128 | 2.2% | 0.3 | 1049 | -1.1% | -0.19 | 1656 | i | -7.4 | 71.2* | 65.2* | i | 2.3 | 1.2 | 7.1

Further structures follow:
SMILES | Dynein transport | Dynein transport cytoplasmic EGFP | Dynein transport nuclear GR-EGFP | Dynein transport cell count | AID2073 | b-catenin transl | b-catenin transl cell count 5 µM | HIV fusion peptide | Ins promoter up | Ins promoter up cell count | Autophagy HCS | Autophagy HCS cell loss 18 h | WT yeast gro inh | WT yeast gro inh mutant strain | Yfh1-depleted yeast | MT stabilizer | MT stabilizer Hoechst-high % | MT stabilizer cytotoxicity %
Cc1ccc(S(=O)(=O)N2CCC(C(=O)OCc3ccc([N+](=O)[O-])cc3)CC2)cc1 | -0.571 | -0.265 | -0.357 | 0.971 | 18.7% | -0.5 | 927 | 1.2% | 0.08 | 1300 | i | 2.2 | 11.4 | -0.3 | i | 3.8 | 3.0 | 0.9
COc1ccc(OCCC(=O)OCC(=O)NC2CCCCCCC2)cc1 | -1.07 | -0.307 | -0.0564 | 0.288 | 3.3% | 0.4 | 1077 | 0.7% | -0.42 | 1268 | i | 9.1 | -8.6 | 16.0 | i | 3.2 | 4.2 | 2.8
CCn1c(=O)c(C(=O)NNS(=O)(=O)c2ccc(Br)cc2)c(O)c2ccccc21 | -0.512 | -0.281 | -0.104 | 0.659 | 19.7% | 0.1 | 1558 | 16.4% | -0.29 | 1401 | i | -15.5 | 20.0 | 8.1 | i | 4.4 | 2.4 | 7.7
CCOc1ccc(NC(=O)c2cnc3scc(C)n3c2=O)cc1 | 1.53 | 0.307 | 0.94 | -0.467 | 23.7% | -0.1 | 1076 | -1.3% | 0.98 | 1909 | i | -1.7 | 11.6 | 6.5 | i | 2.7 | 2.4 | 5.8
Cc1ccccc1OC(=O)C1C(c2ccccc2)C(C(=O)O)C1c1ccccc1 (stereo not drawn) | 2.4 | 0.389 | 1.49 | -2.05 | 3.6% | -10.5 | 1192 | -2.4% | nt | nt | i | 3.8 | -21.8 | -5.2 | i | 0.9 | 1.6 | 7.0
COc1ccc(CCNc2nc(N3CCCCC3)nc(N3CCCCC3)n2)cc1OC | 0.188 | -0.255 | -0.265 | 1.08 | 1.4% | 0.5 | 1010 | -0.1% | -1.34 | 1320 | i | 14.8 | 4.1 | 2.7 | i | 4.1 | 2.2 | 6.8
